Screens: PubChem, The Scripps Research Institute Molecular Screening Center
GalR3 antagonist – human GalR3 antagonism; hit rate 0.44% among 360,000; inhibition, % at 3 µM; O60755; AID 651719; HEK293 GalR3-CNG cAMP membrane potential fluorescence; galR3 body fused to GalR1 C-terminus;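 active = inhibition above the screen-wide average plus 3 SD, cut at about 13% in these data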;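 also: forskolin and galanin both at EC90 stimulate the cells; cAMP rise reported by CNG channel membrane potential dye signal; 0% = forskolin plus galanin with DMSO and 100% = forskolin alone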
Target sequence (O60755 1-299 limits assumed): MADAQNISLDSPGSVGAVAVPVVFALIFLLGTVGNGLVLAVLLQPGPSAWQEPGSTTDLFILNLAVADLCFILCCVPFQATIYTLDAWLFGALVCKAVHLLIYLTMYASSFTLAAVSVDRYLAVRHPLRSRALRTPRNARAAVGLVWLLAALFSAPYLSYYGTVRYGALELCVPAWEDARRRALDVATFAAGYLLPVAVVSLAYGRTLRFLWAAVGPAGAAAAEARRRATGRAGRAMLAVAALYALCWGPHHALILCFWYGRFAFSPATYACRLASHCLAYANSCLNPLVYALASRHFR
* = called active by the depositor.

| compound | GalR3 antagonist |
| --- | --- |
| N#Cc1nc2ccccc2n1OCc1ccccc1 | -5 |
| [O-][n+]1cccc2cccc(O)c21 | -7 |
| CCCCCCCCN1C(=O)[C@H](CC(=O)N2CCC(c3ccccc3)CC2)C[C@@]2(C(=O)OC)CCCCC=C12 | -4 |
| [O-]/[N+](=N\Nc1ccc(Cl)cc1)c1ccccc1 | -6 |
| COc1cc(/C=C/C(C)=NNc2ccccc2)ccc1O | -2 |
| C=Cc1ccc(Cn2c(C)c(C(=O)NCc3ccc(Cl)c(Cl)c3)sc2=O)cc1 | 3 |
| CCCCN1CC(N(C)CCN(C)C)CS1(=O)=O (stereo unspecified) | 3 |
| CC1(C(=O)NS(=O)(=O)c2ccc(C#N)cc2)CCN1C(=O)C1(c2ccc(Cl)cc2)CCC1 (stereo unspecified) | -6 |
| O=C(Nc1ccc(F)cc1)c1ccccc1NC(=O)C1CCCCC1C(=O)O (stereo unspecified) | -10 |
| O=C(CSCC(=O)OCC(=O)N1CCN(C(=O)c2ccco2)CC1)Nc1ccc(Cl)cc1 | -8 |

The last 6 entries of the part before are carried over, then new ones follow.
| compound | GalR3 antagonist |
| --- | --- |
| COc1cc(/C=C/C(C)=NNc2ccccc2)ccc1O | -2 |
| C=Cc1ccc(Cn2c(C)c(C(=O)NCc3ccc(Cl)c(Cl)c3)sc2=O)cc1 | 3 |
| CCCCN1CC(N(C)CCN(C)C)CS1(=O)=O (stereo unspecified) | 3 |
| CC1(C(=O)NS(=O)(=O)c2ccc(C#N)cc2)CCN1C(=O)C1(c2ccc(Cl)cc2)CCC1 (stereo unspecified) | -6 |
| O=C(Nc1ccc(F)cc1)c1ccccc1NC(=O)C1CCCCC1C(=O)O (stereo unspecified) | -10 |
| O=C(CSCC(=O)OCC(=O)N1CCN(C(=O)c2ccco2)CC1)Nc1ccc(Cl)cc1 | -8 |
| CN1CCCCC(NC(=O)c2cccc(C(F)(F)F)c2)C1=O (stereo unspecified) | -3 |
| Nc1ccc(CCCC(=O)NCc2cccnc2)cc1 | -4 |
| O=C(NCc1ccccc1)c1cccc(NC(=O)C2CCC2)c1 | -5 |
| Cc1ccc(S(=O)(=O)NCC2CCN(C(=O)C(=O)c3cccs3)CC2)cc1 | -5 |
| COCCNC(=O)C1(C)CCCN(C(=O)c2ccc(C#N)cc2)C1 (stereo unspecified) | 0 |
| CCCCn1nnnc1C(c1cc2ccccc2o1)N1CCN(c2ccncc2)CC1 (stereo unspecified) | -4 |
| Clc1ccc2nc(CSc3nnc(-c4c[nH]c5ccccc45)o3)cn2c1 | -3 |
| COc1ccc(S(=O)(=O)N2C[C@H]3CON(C)[C@H]3C[C@H]2c2cccc(Br)c2)cc1 | -6 |
| O=c1cc(-c2ccccc2)oc2ccc3ccccc3c12 | -5 |
| CSCCC(NS(=O)(=O)c1ccc(Cl)cc1)C(=O)N1CCN(c2ccccc2)CC1 (stereo unspecified) | 0 |

Continued:
| compound | GalR3 antagonist |
| --- | --- |
| OCC(O)C1OC(c2ccccc2)OC(CO)C1O (stereo unspecified) | 7 |
| CC(=O)Oc1ccc2c(c1)CCC1C2CCC2(C)C(OC(C)=O)CCC12 (stereo unspecified) | -5 |
| CC(C)=CCC/C(C)=C/CNC(=O)C[C@H]1C[C@H](C(=O)N2CCOCC2)[C@@]2(C)c3[nH]c4cc(CCC(=O)N(C)C)ccc4c3CCN2C1=O | -7 |
| CN(C1CCCCC1)S(=O)(=O)c1ccc2c(c1)c(=O)c(C(=O)O)cn2C | -3 |
| N#Cc1csc(CCNC(=O)c2ccccc2)n1 | -3 |
| CC(=O)Nc1cccc(-c2ccnc3c2CC(C(=O)NCCN(C)C)O3)c1 (stereo unspecified) | -6 |
| CCN(CC)C(=O)c1csc(COCCO)n1 | -6 |
| OCCCNc1ncnc2c1ncn2[C@H]1CN(Cc2ccc(-c3ccccc3)cc2)C[C@@H](CO)O1 | -4 |
| Cc1ccn2c(Cc3ccccc3)c(-c3ccccc3)nc2c1 | -7 |
| CC(=O)NC12CC3CC(C1)CC(C(=O)N1CCN(S(=O)(=O)c4ccccc4C#N)CC1)(C3)C2 | 1 |

Later entries:
| compound | GalR3 antagonist |
| --- | --- |
| O=C1NCCN(CC2CCN(CCc3ccc(Cl)c(Cl)c3)CC2)C1=O | -3 |
| COc1ccc(CN(C)C[C@H]2OCCCC[C@@H](C)Oc3ccc(NC(=O)c4ccccc4)cc3C(=O)N([C@H](C)CO)C[C@@H]2C)cc1 | -2 |
| CC1(C)C(=O)Nc2ccccc2N1C(=O)COC(=O)CNS(=O)(=O)c1ccc(Br)cc1Cl | -6 |
| CC(C)(C)C(c1nc2ccccc2[nH]1)n1c(-c2ccsc2)nc2ccccc21 (stereo unspecified) | -5 |
| COc1ccc(Cc2c(-c3ccc(C)cc3)nc3c4ccccc4ccn23)c(C)c1 | -1 |
| Cc1nc2ccc(C(=O)Nc3cccc(NS(C)(=O)=O)c3)cn2c1N(C)C(=O)CCc1ccccc1 | -3 |
| C[C@@H]1CN([C@@H](C)CO)C(=O)CCCn2nncc2CO[C@@H]1CN(C)S(=O)(=O)c1ccc(Cl)cc1 | -4 |
| Cc1ccc(CS(=O)Cc2ccc(C(=O)NCCCc3ccccc3)o2)cc1 (stereo unspecified) | 1 |
| COC(=O)[C@H](CCSC)NC(=O)Cn1cnc2c(NCc3ccccc3)ncnc21 | -6 |
| CCCc1nc2c3ccccc3ccn2c1Cc1cccc(F)c1 | -7 |

New compounds follow:
| compound | GalR3 antagonist |
| --- | --- |
| Cc1ccccc1CN1CCN(C(=O)[C@H]2O[C@@H](n3cnc4c(N)ncnc43)[C@H](O)[C@@H]2O)CC1 | -6 |
| CCCCCC(=O)N1C[C@H](O)[C@@H](n2cc(COC(=O)c3ccccc3)nn2)C[C@@H]1c1ccccc1 | -7 |
| CC(=O)c1ccc(S(=O)(=O)N2CCN(C(=O)C(=O)c3cccc(C(F)(F)F)c3)CC2)cc1 | -5 |
| Cc1noc(C)c1C(=O)N1CCC1(C)C(=O)NS(=O)(=O)c1cccs1 (stereo unspecified) | -6 |
| Cc1ccccc1S(=O)(=O)N(C)C[C@H]1OCc2cnnn2CCCC(=O)N([C@H](C)CO)C[C@H]1C | -5 |
| COc1ccc(N2C(=O)c3n[nH]c(C(C)C)c3C2c2ccc(F)cc2)cc1 (stereo unspecified) | -3 |
| Cc1ccc(C)c(N2C(=O)c3ccc(C(=O)Nc4ccccn4)cc3C2=O)c1 | -2 |
| S=c1[nH]nc2ccccn12 | 0 |
| C=CCOc1c(Cl)cc(Cl)cc1S(=O)(=O)NCCO | -4 |
| Cc1cc(C)cc(-c2nnc(SCC(=O)c3c(N)n(C4CC4)c(=O)[nH]c3=O)o2)c1 | -2 |

Remaining list, next part
canonical_smiles	GalR3 antagonist
O=C(NC1CCCCC1)C1c2ccccc2OCC(=O)N1CCCN1CCOCC1 (stereo unspecified)	1
COc1ccc(C)cc1S(=O)(=O)N1CCCC(N2CCN(c3ccccc3)CC2)C1 (stereo unspecified)	-8
COc1cc(NC(=O)[C@@H](Cc2ccccc2)NC(=O)[C@H]2O[C@@H](n3ccc(=O)[nH]c3=O)[C@H](O)[C@@H]2O)cc(OC)c1OC	-4
CN1C(=O)[C@@]2(C3=C(CCCC3=O)OC3=C2C(=O)CC(C)(C)C3)c2ccccc21	-4
CN(C)c1ccc(/C=C/C(=O)c2ccc(O)cc2)cc1	-2
O=C(Nc1cc(S(=O)(=O)N2CCCC2)ccc1OCC(F)(F)F)c1ccncc1	-8
O=C1C(=Cc2cn(-c3ccccc3)nc2-c2ccc(OCc3ccccc3F)cc2)SC(=S)N1CCS(=O)(=O)O	-5
CC(Nc1ccc(Br)cc1)C(=O)NC(=O)NC1CCCCC1 (stereo unspecified)	-5
CCOc1ccc(CCNS(=O)(=O)c2c(C)nc3sccn3c2=O)cc1OCC	5
CC(=O)N1Cc2cc(C(=O)NCc3cccc(F)c3)nc(-c3cccc(C4=CCCCC4)c3)c2[C@H]1CCO	-6
CCCCNC(=O)C1(C)CCCCN1C(=O)c1ccc(C)c(F)c1 (stereo unspecified)	-8
Clc1ccccc1-c1cnc2sc(NCc3ccc4c(c3)OCO4)nn12	-3
CCCCCCCCN1C(=O)[C@H](CC(=O)NCc2ccc(OC)c(OC)c2)C[C@@]2(C(=O)OC)CC(C)(C)CC=C12	-5
CCCC[C@@H]1CC2=C(C(=O)OC(C)(C)O2)[C@@H](c2ccc(Cl)cc2)O1	-9
COC(=O)[C@@]12C[C@@H](CC(=O)N3CCCCC3)C(=O)N(Cc3cccc4ccccc34)C1=CCC(C)(C)C2	-6
CCN1C[C@@H]2[C@@H]3C(=O)N(C)C(=O)[C@@H]3[C@](C)(C1=O)N2C(=O)c1ccc(C)cc1	-5
CCOC(=O)C1(C)CCCN(C(=O)c2ccc(OC)c(OC)c2)C1 (stereo unspecified)	-6
COc1cccc(CN2CCC2(C)C(=O)NCc2cccc(C(F)(F)F)c2)c1OC (stereo unspecified)	-7
O=S1(=O)C[C@@H](N2CCCC2)[C@H](COCc2ccccc2)N1	-6
OC1CCCC1NCc1ccnc2cc(Cl)ccc12 (stereo unspecified)	-6
CCOC(=O)C1=CCN(S(=O)(=O)c2ccc(F)cc2)C1c1cccc(F)c1 (stereo unspecified)	-4
Cc1cccc(C)c1NC(=O)C1(C)CCC(=O)N1CCc1c[nH]c2ccccc12 (stereo unspecified)	-7
CC(=O)NC(c1ccccc1)c1nc(-c2cncnc2)cs1 (stereo unspecified)	5
CC(C)n1c(=O)c2ccccc2n1S(C)(=O)=O	-5
CC[C@]12C(=O)N(C)C[C@H]([C@@H]3C(=O)N(Cc4ccccc4)C(=O)[C@@H]31)N2C(=O)c1ccc(F)cc1	-1

Three records drawn at random from those above:
canonical_smiles	GalR3 antagonist
O=S1(=O)C[C@@H](N2CCCC2)[C@H](COCc2ccccc2)N1	-6
O=C(NC1CCCCC1)C1c2ccccc2OCC(=O)N1CCCN1CCOCC1 (stereo unspecified)	1
CCCC[C@@H]1CC2=C(C(=O)OC(C)(C)O2)[C@@H](c2ccc(Cl)cc2)O1	-9

New compounds follow.
canonical_smiles	GalR3 antagonist
C=C[C@]12CC[C@H](OC(C)=O)CC1=CCC1C2CC[C@@]2(C)C1CCC21OCCO1 (stereo partly specified)	-5
CC1CC2OC2CC1COC(=O)C1CC2OC2CC1C (stereo unspecified)	-5
COc1ccc(-c2csc(C(NC(C)=O)c3cccc(F)c3)n2)cc1 (stereo unspecified)	-3
C(=C\c1ccccc1)/CN1CCN(C(CCc2ccccc2)c2nnnn2C2CCCCC2)CC1 (stereo unspecified)	-7
COc1cc(C=NCc2ccccc2)ccc1O	-4
COc1ccc(C(=O)c2ccccc2)cc1CN1CCOCC1	-4
COc1ccc(CN2C(=O)C(CC(=O)NC(c3ccccc3)c3ccccc3)CC(C(=O)N(C)C)=C2C)cc1 (stereo unspecified)	-4
Cn1c(SCC(=O)N2CC(=O)Nc3ccccc32)nnc1C(F)(F)F	-1
CCN(CC)C(=O)c1cccc(-c2csc(C(O)c3ccc(OC)cc3)n2)c1 (stereo unspecified)	-8
CCN1CCN(c2ccc(S(=O)(=O)N3CCCCC3)cc2NC(=O)CCNC(C)=O)CC1	-5
C#CCNC(=O)C[C@@H]1C[C@@]2(C(=O)OC)CCCCC=C2N(CCC2=CCCCC2)C1=O	-8
COc1ccc(C(=O)NN/C=C/C(=O)c2ccc(Br)cc2)cc1	-5
CCOC(=O)C1(C)CCN1C(=O)c1cccc(OC)c1 (stereo unspecified)	-6
Cc1cc(C)c(S(=O)(=O)N2CCN(C(=O)c3c(C)nn(-c4ccccc4)c3Cl)CC2)c(C)c1	-8
N#CC(=C1NC(=O)c2ccccc21)c1nc2ccccc2n1CCO	4
COc1ccccc1CN1CCNC(=O)C1CC(=O)NCCCN1CCOCC1 (stereo unspecified)	-5
CC1COc2c3ccccc3nn21 (stereo unspecified)	1
Cc1c(NS(=O)(=O)c2ccc(C(=O)N(C)Cc3cccc(Cl)c3Cl)cc2)c(=O)n(-c2ccccc2)n1C	-6
COc1ccc(N2CCN(C(c3ccccc3)c3nnnn3C(C)(C)C)CC2)cc1 (stereo unspecified)	1
COCCN(Cc1ccc(C)cc1)C(=O)[C@H]1O[C@@H](n2ccc(N)nc2=O)[C@H](O)[C@@H]1O	-5
CC(C)Cn1cnc2c(SCCc3ccccc3)nc(N)nc21	-4
CN(C)Cc1cc(C(C)(C)c2ccccc2)ccc1O	-10
COc1ccc(C2CC(c3ccc(C(F)(F)F)cc3)=NN2c2ccc(S(N)(=O)=O)cc2)cc1 (stereo unspecified)	-5
O=C(CC[C@H]1O[C@@H](n2ccc(=O)[nH]c2=O)[C@H](O)[C@@H]1O)N[C@H](Cc1ccccc1)C(=O)NCc1cccs1	-5
COC(=O)c1ccc(COC(=O)C2CCN(S(=O)(=O)c3c(C)cc(C)cc3C)CC2)o1	-10

Next part.
canonical_smiles	GalR3 antagonist
COc1ccc(CNC(=O)CN2C(=O)NC(c3ccccc3)(c3ccccc3)C2=O)cc1OC	-3
CCCCNC(=O)C1C(c2ccc(OC)cc2)=Nc2ccccc2N1C(=O)c1ccncc1 (stereo unspecified)	0
COC(=O)[C@]12C[C@H](CC(=O)NCCCN3CCCC3=O)C(=O)N(Cc3ccccc3)C1=C[C@H](C1CCCC1)O[C@@H]2C	-3
c1cc2c3c(cccc3c1)NN=N2	-8
O=C(Cc1ccc(NC(=O)C2CCCN(C(=O)c3ccccc3)C2)cc1)Nc1ccc(C(=O)N2CCOCC2)cc1 (stereo unspecified)	1
CC(C)(C)Cc1c(-c2ccc(C#N)cc2)nc2ccc(Cl)cn12	-6
Cc1ccc(S(=O)(=O)NNc2c3ccccc3nc3ccc(Cl)cc23)cc1	-1
COC(=O)C1=C(C)N(Cc2ccccc2C(F)(F)F)C(=NCc2ccc(OC)cc2)NC1c1ccccc1C(F)(F)F (stereo unspecified)	-5
CN1CCN(c2ccc(CNC[C@H]3O[C@@H](n4cnc5c(=O)[nH]c(N)nc54)[C@H](O)[C@@H]3O)c(F)c2)CC1	-5

Some of the compounds tested, so the mix of outcomes need not match the whole.
